CHT inh = inhibits the human high affinity choline transporter; AID 488975; B-score at 10 µM; Q9GZV3; actives 0.86% (n = 310,000); CHT-expressing cells, membrane potential dye, choline response; active compounds read low;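 active = B-score over 3 SD under the library average, and starting fluorescence ratio not unusually high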;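 note: choline stimulus applied at its EC90 after an EC20 pre-addition; B-score computed on integrated fluorescence ratio after choline addition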
Target sequence (Q9GZV3 whole entry, looked up): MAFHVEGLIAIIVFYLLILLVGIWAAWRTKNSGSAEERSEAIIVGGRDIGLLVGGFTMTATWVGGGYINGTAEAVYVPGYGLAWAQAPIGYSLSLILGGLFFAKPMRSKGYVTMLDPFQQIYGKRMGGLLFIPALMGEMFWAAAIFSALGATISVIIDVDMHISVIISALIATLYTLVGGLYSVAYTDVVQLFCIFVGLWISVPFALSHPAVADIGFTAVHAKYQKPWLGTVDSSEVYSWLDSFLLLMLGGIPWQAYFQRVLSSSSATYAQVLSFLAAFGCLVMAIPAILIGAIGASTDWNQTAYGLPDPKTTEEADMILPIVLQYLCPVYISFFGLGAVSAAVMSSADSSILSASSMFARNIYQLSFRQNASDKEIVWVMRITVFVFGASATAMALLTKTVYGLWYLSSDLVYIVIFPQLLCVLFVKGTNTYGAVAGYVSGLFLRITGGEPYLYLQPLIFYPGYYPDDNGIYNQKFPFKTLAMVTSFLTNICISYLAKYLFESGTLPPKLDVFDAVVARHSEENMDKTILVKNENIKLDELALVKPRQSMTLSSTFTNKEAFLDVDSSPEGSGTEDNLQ
KCNQ2 block = KCNQ2 channel blockers in CHO-K1 cells – cell-based, FluxOR thallium flux, B-score, primary screen (AID 2156); 20 min; active compounds read low; B-score at 10 µM; actives 1.1% (n = 310,000);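 active = fluorescence ratio B-score at most minus 3 library SDs, with starting brightness B-score within 2 library SDs, cut at about -5.5 in these data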
Calls only; i = inactive; x = no result given.

SMILES	CHT inh	KCNQ2 block
COc1ccc(/C=N/NC(=O)CCc2nc3ccccc3[nH]2)cc1	i	i
CN1CCN(c2nc3c(c(=O)[nH]c(=O)n3C)n2CCSc2nnnn2-c2ccccc2)CC1	i	i
O=C(CNc1c(Br)cc(Br)cc1Br)NN=C1CCCCC1	i	i
COc1cccc(CN2CCN(Cc3cc(OC)c(OC)cc3OC)CC2)c1	i	i
COc1ccc(CC(=O)NC(C)c2nnc(SCCC(=O)Nc3ccccc3)n2C)cc1 (stereo not given)	i	i
O=C(CSc1ccc2c(c1)OCCO2)NCc1ccco1	i	i
O=C(Nc1cccnc1)c1ccc(F)cc1	i	i
CCc1noc(C)c1C(=O)N1CCCC(C(=O)c2cc(F)ccc2F)C1 (stereo not given)	i	i
CCCCn1c(N)c(N(CCC(C)C)C(=O)C2CC(=O)N(CCc3ccc(OC)c(OC)c3)C2)c(=O)[nH]c1=O (stereo not given)	i	i
N#Cc1ccccc1NC1=CC(=O)CCC1	i	i
Cc1cccc([N+](=O)[O-])c1NC(=O)COC(=O)C1CC2CCCC(C1)C2=O (stereo not given)	i	i
CCOCCOC(=O)c1ccc(-n2cncn2)nc1	i	i
Cc1nc(N2CCCCC2C)c2c(C)c(C(=O)Nc3cccc(C(F)(F)F)c3)sc2n1 (stereo not given)	i	i
OC(Cn1cncn1)(c1ccc(F)cc1)c1ccc(Cl)cc1 (stereo not given)	i	i
Cc1cc(N2C3CCC2CC(O)(c2ccc(F)cc2)C3)nc(-c2ccccc2)n1 (stereo not given)	i	i
COc1ccc(N2C(N)=NC(N)=NC2(C)C)cc1	i	i
COC(=O)c1ccc(OC)c(CN2CCCN(Cc3ccc(F)cc3)S2(=O)=O)c1	i	i
CC(=O)Nc1ccc2nc3ccccc3nc2c1	i	i
COc1ccc(-n2nc(C(=O)NCC(=O)NCc3ccccc3OC)c3ccccc3c2=O)cc1	i	i
CC(=O)Cc1nsc(NC(=O)c2ccc(COc3ccccc3C)o2)n1	i	i
O=C(Nc1ccccc1)C1CCN(S(=O)(=O)c2ccc3c(c2)OCCO3)CC1	i	i
N/C(Cc1ccccc1Sc1ccccc1)=N\O	i	i
CC(C(=O)Nc1ccc(O)cc1C(=O)O)N1C(=O)/C(=C\c2cccs2)SC1=S (stereo not given)	i	i
Cn1nnnc1SCCNC(=O)C1CCC(=O)N(Cc2ccccc2F)C1 (stereo not given)	i	i
O=C(c1cccnc1)N1CCN(C(=O)c2ccco2)CC1	i	i
COc1ccc(CN(C)CC(=O)Nc2sc3c(c2C#N)CCC3)c(OC)c1	i	i
CCOC(=O)c1nn(-c2ccccc2)c(=O)c2c(NC(C)=O)scc12	i	i
Cc1cc(C)c(S(=O)(=O)c2ccccc2F)c(=O)[nH]1	i	i
COCCN1CC(C(=O)NCCc2nc(C)c(C)s2)CCC1=O (stereo not given)	i	i
O=c1oc2cc(OCc3ccc([N+](=O)[O-])cc3)ccc2c2c1CCCC2	i	i
COCc1cc(CN2CCCC(C(=O)c3cccc(C(F)(F)F)c3)C2)ccc1OC (stereo not given)	i	i
COc1ccc(NC(=O)c2oc3cc(C)c(C)cc3c2C)c(OC)c1	i	i
Cc1cccc(-n2ncc3c(N)ncnc32)c1	i	i
O=S(=O)(Nc1cc(Cl)cc(Cl)c1)N1CCOCC1	i	i
COC(=O)CN1C(=O)C(O)(CC(=O)c2ccc(C)o2)c2ccccc21 (stereo not given)	i	i
CC1CCCN(C(=O)CCS(=O)(=O)Cc2ccccc2)C1 (stereo not given)	i	i
O=C(O)c1cc(N/N=C/c2c[nH]c3ccccc23)ccc1Cl	i	i
CCOc1ccccc1NC(=O)Cn1nnc(C(=O)NCCc2ccc(OCC)c(OCC)c2)c1N	i	i
O=C(c1ccccc1Sc1cccc2ccccc12)N1CCOCC1	i	i
CSc1ccccc1C(=O)Nc1ccc2c(c1)CCC2	i	i
O=C(Nc1ccnn1C1CCN(C/C=C/c2ccccc2)CC1)c1ccccc1Cl	i	i
C=CCOc1cccc(C2C(C(=O)c3cccs3)=C(O)C(=O)N2Cc2cccnc2)c1 (stereo not given)	i	i
Cc1ccc(S(=O)(=O)CC(=O)Nc2ccc(F)c(F)c2F)cc1	i	i
CN(C)S(=O)(=O)c1cccc(NC(=O)COC(=O)c2ccc([N+](=O)[O-])o2)c1	i	i
COc1ccc(C(=O)NCc2nnc(SCC(=O)NC3CCCCC3)o2)cc1	i	i
CCc1ccc(OCc2ccc(C(=O)OC)o2)cc1	i	i
CCOc1ccc(-c2cc3nc(C4CCN(C(=O)OC(C)(C)C)CC4)c(C(=O)O)cn3n2)cc1	i	i
COc1cccc(-n2nc(-c3ccnn3-c3ccc(F)cc3)c(=O)n(C)c2=O)c1	i	i
CCCCc1c(C)c(C#N)c2nc3ccccc3n2c1Nc1c(C)n(C)n(-c2ccccc2)c1=O	i	i
O=C1CC(N2CCN(C(c3ccccc3)c3ccccc3)CC2)C(=O)N1Cc1ccc(N2CCCC2=O)cc1 (stereo not given)	i	i
Following part:
SMILES	CHT inh	KCNQ2 block
Cc1nc2cc(-c3ccccc3)[nH]n2c(=O)c1C	i	i
CCOc1ccc(/C=C/C(=O)OC(C)C(=O)NC2CCCCC2C)cc1OC (stereo not given)	i	i
Cn1c(=O)oc2cc(S(=O)(=O)NCCC(=O)NCc3ccc(F)cc3)ccc21	i	i
NS(=O)(=O)c1cc2c(cc1Cl)NC(C1CC3C=CC1C3)NS2(=O)=O (stereo not given)	i	x
O=C(C1CCCCC1)N1CCC(O)(c2ccc(Cl)cc2)CC1	i	i
O=C(NNC(=O)c1sccc1-n1cccc1)Nc1ccc(F)cc1	i	i
CCOCCCNC(=S)NCCCNc1nc2cc3c(cc2cc1C#N)OCO3	i	i
CC(=O)Nc1ccc(NC(=O)C(=O)N/N=C/c2cccnc2)cc1	i	i
CCN(CC)C(=O)n1nc(C)c(CN2C(=O)c3ccccc3C2=O)c1C	i	i
Cc1ccc(CNC(=O)Cc2cccs2)cc1	i	i
O=C(c1ccc(Cl)c([N+](=O)[O-])c1)N(Cc1ccc(F)cc1)C1CCS(=O)(=O)C1 (stereo not given)	i	i
CC1CCCCN1CC(=O)c1c(N)n(Cc2ccccc2)c(=O)n(C)c1=O (stereo not given)	i	i
O=C(Cc1ccccc1)NCCc1c[nH]c2ccccc12	i	i
C#C[C@]1(O)CC[C@H]2[C@@H]3CCc4cc(O)ccc4[C@H]3CC[C@@]21C	i	i
Cc1ccc(CN2CCN(Cc3cnn(-c4ccc(F)cc4)c3)CC2CCO)o1 (stereo not given)	i	i
Cc1cc(C)c2cc(C(=O)N3CCC(N4CCCCC4)CC3)[nH]c2c1	i	i
COC(=O)C1=NN(c2ccccc2)C2(S1)SC(C(C)=O)=C(C)N2c1ccccc1 (stereo not given)	i	i
O=C(NCC(=O)N(c1ccccc1)C(C(=O)NCC1CCCO1)c1ccccc1)c1cccs1 (stereo not given)	i	i
CCOC(=O)c1c(C)oc2ccc(NS(=O)(=O)c3cccs3)cc12	i	i
CCOC(=O)c1ccc(N(C(=O)c2cnccn2)C(C(=O)NC2CCCCC2)c2cn(C)nc2C)cc1 (stereo not given)	i	i
Cc1cc2nc(-c3ccncc3)cc(C(F)(F)F)n2n1	i	i
CN(C)C(=O)NC(O)C(Cl)Cl (stereo not given)	i	i
O=C(CSc1ccc(-c2ccco2)nn1)Nc1cccc(F)c1	i	i
COc1ccc(NS(=O)(=O)NC(=O)c2cn(C)c3ccccc23)cc1	i	i
CCOc1ccc2[nH]c(=O)c(CN(Cc3nnnn3CCc3ccccc3)CC3CCCO3)cc2c1 (stereo not given)	i	i
c1cc2c(nn1)CCc1nonc1-2	i	i
CCOc1ccccc1N1CCN(S(=O)(=O)c2ccc(Cl)s2)CC1	i	i
COc1ccccc1CCNC(=O)C(=O)NCC1OCCN1S(=O)(=O)c1ccc2c(c1)OCCO2 (stereo not given)	i	i
N=c1c2c(-c3ccccc3)c(-c3ccccc3)n(Cc3ccco3)c2ncn1CCCN1CCOCC1	i	i
O=C(COC(=O)c1ccccc1O)NCCC1=CCCCC1	i	i
CC(C)[C@H](N)C(=O)N1CCC(C(=O)N[C@@H](Cc2ccccc2)C(=O)NCc2ccc(F)cc2)CC1	i	i
Cc1cc(C)cc(N2C(=O)CCN(Cc3ccccc3)C2=O)c1	i	i
Cc1c(C(=O)Oc2cccc3cccnc23)oc2ccccc12	i	i
COc1ccccc1Oc1nc(C)c(C(C)=O)cc1C#N	i	i
COCCCNC(=O)CCSc1ccc(C)cc1	i	i
CC(NC(=S)NC1CCCCC1)c1ccc(C(C)(C)C)cc1 (stereo not given)	i	i
Cc1ccc(C(=O)Nc2ccccc2[N+](=O)[O-])cc1S(=O)(=O)N1CCOCC1	i	i
CCc1noc(C)c1C(=O)Nc1cc(S(=O)(=O)N2CCOCC2)ccc1OCC(F)(F)F	i	i
CC(=O)NCC(=O)OCC(=O)c1ccc2ccccc2c1	i	i
CC(C)[C@H](NC(=O)c1cccc(S(=O)(=O)N2CCOCC2)c1)C(=O)Nc1nccs1	i	i

Part of the list above in another layout.
Order of results: CHT inh	KCNQ2 block
COCCCNC(=O)CCSc1ccc(C)cc1
    i	i
CC(NC(=S)NC1CCCCC1)c1ccc(C(C)(C)C)cc1 (stereo not given)
    i	i

(continued)
SMILES	CHT inh	KCNQ2 block
COc1cc(/C=C(\C#N)C(=O)NCCc2ccccc2)cc(OC)c1O	i	i
CC(C)Cn1c(SCC(=O)NCc2ccco2)nnc1-c1ccncc1	i	i
CC1=CC(C)(C)N(C(=O)CN2C(=O)CCC2=O)c2ccc(C)cc21	i	i
COCCCNC(=O)CN1C(=O)/C(=C/c2ccccc2)Sc2ccccc21	i	i
O=C(O)CN1C(=O)CSc2ccccc21	i	i
CS(=O)(=O)N(CC(=O)Nc1ccc(S(=O)(=O)N2CCCC2)cc1)c1ccccc1F	i	i
CN(C)CC(=O)Nc1ccc(S(N)(=O)=O)cc1	i	i
O=C(O)C1CCN(c2ncccn2)CC1	i	i
COc1ccc2c(c1)-c1nc(/N=C/c3ccc(O)cc3)sc1CC2	i	x
CC1(C)CC2=C(CO1)C(=S)NC(c1ccccc1)N2CC1CCCO1 (stereo not given)	i	i
CCN(CC)S(=O)(=O)c1cc(NS(=O)(=O)c2cc(Cl)ccc2Cl)ccc1C	i	i
N#Cc1ccc(NC(=O)CSc2cn[nH]n2)cc1	i	i
Cc1ccc(N(Cc2cc(=O)[nH]c3ccccc23)C(=O)C(C)C)c(C)c1	i	i
O=C(NCc1ccncc1)c1cc(F)c(F)cc1Cl	i	i
Cc1ccc(NC(=O)COC(=O)C2CCN(c3ccc(C(F)(F)F)cn3)CC2)cc1C	i	i
CCOC(=O)c1oc2ccccc2c1NC(=O)c1ccccc1OC	i	i
Cc1ccc(NC(=O)CSc2n[nH]c(-c3ccco3)n2)cc1	i	i
O=C(c1ccc(Cl)cc1)c1c[nH]c(C(=O)NNc2ccccc2)c1	i	i
Cc1ccc(CNC(=O)CCc2nc(-c3cccs3)no2)cc1	i	i
CCCCN(C(=O)NC(=O)Nc1c(C)cc(C)cc1C)S(C)(=O)=O	i	i

In a second layout: 2 of the compounds above.
Cc1ccc(N(Cc2cc(=O)[nH]c3ccccc23)C(=O)C(C)C)c(C)c1
- CHT inh = i
- KCNQ2 block = i

O=C(NCc1ccncc1)c1cc(F)c(F)cc1Cl
- CHT inh = i
- KCNQ2 block = i

Further structures follow.
SMILES	CHT inh	KCNQ2 block
COc1ccccc1N/N=C(\C#N)C(=N)N1CCOCC1	i	i
COC(=O)Cc1[nH]n(-c2ccccc2)c(=O)c1C=Nc1ccc(C)cc1	i	i
COCc1cccc(N2C(=O)CC(C3C=C(C)C4C(=O)N(c5cccc(COC)c5)C(=O)C4C3)C2=O)c1 (stereo not given)	i	i
CC(=O)c1cc(-c2ccccc2)[nH]c1N1CCOCC1	i	i
COc1ccc(CCNC(=O)Cc2ccc(Cl)cc2)cc1OC	i	i
COc1ccc(S(=O)(=O)Nc2ccc(-n3cccc3)cc2)cc1	i	i
CCC(C)C(NC(=O)c1ccc(Cl)cc1Cl)C(=O)O (stereo not given)	i	i
Cc1cc(=O)[nH]c(SCC(=O)Nc2ccc(F)c([N+](=O)[O-])c2)n1	i	i
CSc1ccc(-c2nnn(Cc3ccc(C)cc3)n2)cc1	i	i
O=C(/C=C/c1ccccc1)OCCN1C(=O)c2ccccc2C1=O	i	i
Cc1ccc(OCCC(=O)OCC(=O)NC2CCCC2)cc1	i	i
Cc1ccc(NC(=O)Nc2cccs2)c(Cl)c1	i	i
CCOCCC(=O)Nc1nnc(CCc2ccccc2)s1	i	i
COC(=O)C1C(=O)C=C(Nc2ccc(F)cc2)CC1c1ccc(OC)cc1 (stereo not given)	i	i
O=C(Nc1ccccc1Cl)N1CCSc2ccccc21	i	i
O=C(c1c[nH]c2ccccc12)N1CCOCC1	i	i
CCOC(=O)C(=O)/C(C#N)=C/Nc1ccc(F)cc1	i	i

Among those listed so far, these contain a furan ring, fused or not.
SMILES	CHT inh	KCNQ2 block
O=C(CSc1ccc2c(c1)OCCO2)NCc1ccco1	i	i
CC(=O)Cc1nsc(NC(=O)c2ccc(COc3ccccc3C)o2)n1	i	i
O=C(c1cccnc1)N1CCN(C(=O)c2ccco2)CC1	i	i
COc1ccc(NC(=O)c2oc3cc(C)c(C)cc3c2C)c(OC)c1	i	i
COC(=O)CN1C(=O)C(O)(CC(=O)c2ccc(C)o2)c2ccccc21 (stereo not given)	i	i
CN(C)S(=O)(=O)c1cccc(NC(=O)COC(=O)c2ccc([N+](=O)[O-])o2)c1	i	i
CCc1ccc(OCc2ccc(C(=O)OC)o2)cc1	i	i
Cc1ccc(CN2CCN(Cc3cnn(-c4ccc(F)cc4)c3)CC2CCO)o1 (stereo not given)	i	i
CCOC(=O)c1c(C)oc2ccc(NS(=O)(=O)c3cccs3)cc12	i	i
O=C(CSc1ccc(-c2ccco2)nn1)Nc1cccc(F)c1	i	i
N=c1c2c(-c3ccccc3)c(-c3ccccc3)n(Cc3ccco3)c2ncn1CCCN1CCOCC1	i	i
Cc1c(C(=O)Oc2cccc3cccnc23)oc2ccccc12	i	i
CC(C)Cn1c(SCC(=O)NCc2ccco2)nnc1-c1ccncc1	i	i
CCOC(=O)c1oc2ccccc2c1NC(=O)c1ccccc1OC	i	i
Cc1ccc(NC(=O)CSc2n[nH]c(-c3ccco3)n2)cc1	i	i
